HepG2 tox – qHTS for Inhibitors of TGF-b: Cytotox Counterscreen | HepG2 CAGA-GFP viability, ATP luminescence, 18 h | Potency, µM (top dose mostly 46.1 µM), inactives show at the highest dose activity change, negative = cytotoxicity, actives largely listed as cytotoxic | 410,000 compounds, 0.76% hits; also: some results filed as inactive show a strong effect at the top dose
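CellTiter-Glo luminescence gave cytotoxicity after 18 hours at 37 degrees C. The cells were HepG2 CAGA-GFP in 1% FBS DMEM, stimulated with 500 pg/mL TGF-beta after compound addition. %Activity was normalised to no-cell wells (complete cell-killing) and DMSO (no toxicity), and curves were fitted and classified.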
ATXN viability – Viability Counterscreen for Primary qHTS for Inhibitors of ATXN expression; Potency, µM (top dose mostly 56.7 µM), most hits filed as cytotoxic; 400,000 compounds, 0.49% hits; S2 cells (HEK-293 line with an ATXN2-luciferase reporter) viability, CellTiter-Fluor protease fluorescence, 24 h; also: nearly all actives have a fitted effect of over 40% in size
Nrf2 block – Nrf2 qHTS screen for inhibitors | AID 504444, 2011 | Potency, µM (series often up to 46 µM), for the others: at the top dose activity change, negative = inhibition, actives largely listed as inhibitors | A549 ARE-Fluc reporter, luciferase luminescence, 18-24 h | 360,000 compounds, 2.1% hits; also: % is scaled to controls: 0 for no effect and ±100 for the full control effect; nearly all actives have a fitted effect of over 60% in size
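Quantitative HTS in A549 cells stably bearing an antioxidant response element-firefly luciferase construct. Inhibition of Nrf2-driven transcription was scored by luminescence after 18-24 h of compound exposure at 37 °C.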
Nrf2 activator – qHTS of Nrf2 Activators. AID 624171, 2012. 410,000 compounds, 0.31% hits. Potency, µM (doses to about 46.1 µM), for inactives: at the top dose activation, usual class: activators. AREc32 ARE-luciferase reporter (MCF7-derived line), luminescence, 24 h; also: % of control where 0% means no effect; nearly all actives have a fitted effect of over 65% in size
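For detection, Steady-Glo was added and plates sat 30 min at RT; before that, AREc32_Fluc cells grown overnight in OPTI-MEM/5% FBS had been treated with 23 nL compound for 24 hr at 37 deg C.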
TGFb inhibitor – qHTS for Inhibitors of TGF-b; 410,000 compounds, 1.2% hits; Potency, µM (doses to about 46.1 µM), inactives show at the top dose activity, negative = inhibition, actives largely listed as inhibitors; AID 588855, 2011; HepG2 CAGA-GFP TGF-b/SMAD3 reporter, GFP fluorescence, 18 h; TGF-beta stimulated, 500 pg/mL final; also: % is scaled to controls: 0 for no effect and ±100 for the full control effect; nearly all actives have a fitted effect of over 65% in size
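Per well, imaged GFP fluorescence of HEPG2 CAGA-GFP cells gives the signal; cells get compound, then TGF-beta (500 pg/mL final), 18 h at 37 degrees C; %Activity versus -TGF-beta and +DMSO controls.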
A549 tox – Nrf2 qHTS screen for inhibitors: counterscreen for cytotoxicity | A549 ARE-Fluc cells, CellTiter-Fluor viability, 18-24 h | Potency, µM (top dose mostly 46 µM), inactives show top-dose activity change, negative = cytotoxicity, hits mostly inhibitors | 390,000 compounds, 0.16% hits | AID 504648, 2011; also: % is scaled to controls: 0 for no effect and ±100 for the full control effect
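A549 ARE_Fluc cells in 5% FBS OPTI-MEM were exposed to compounds in concentration-response for 18-24 h at 37 deg C. Viability was read by CellTiter-Fluor fluorescence (Ex 405/Em 525) after 30 min, before the luciferase read.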
ATXN2 expr inh – Primary qHTS for Inhibitors of ATXN expression; AID 1745845, 2022; Potency, µM (titrated, usually from 57 µM), inactives show at the top dose activity change, negative = inhibition, hits mostly inhibitors; HEK-293 ATXN2-luciferase reporter, luminescence, 24 h; 360,000 compounds, 0.72% hits; also: % is scaled to controls: 0 for no effect and ±100 for the full control effect; nearly all actives have a fitted effect of over 55% in size
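ATXN2-luciferase reporter cells (luciferase flanked by upstream and downstream ATXN2 gene portions) were treated 24 h at 37 °C with compounds at up to 57 uM. SteadyGlo luminescence gave expression; GF-AFC fluorescence gave viability.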
MCF10A rerep – A quantitative high throughput screen for small molecules that induce DNA re-replication in MCF 10a normal breast cells; MCF 10A DNA re-replication, Hoechst nuclear intensity, 48 h; Potency, µM (top dose mostly 46.1 µM), without a hit: at the top dose activity, positive = re-replication, actives largely listed as activators; 350,000 compounds, 2.9% hits; also: % of control where 0% means no effect; nearly all actives have a fitted effect of over 50% in size
EPAC2 antagonist – qHTS for Antagonist of cAMP-regulated guanine nucleotide exchange factor 2 (EPAC2): primary screen; AID 720708, 2013; Potency, µM (doses to about 114 µM), inactives show at the highest dose activity, negative = inhibition, actives largely listed as inhibitors; 360,000 compounds, 0.18% hits; EPAC2 GEF exchange of Rap1B-BODIPY-GDP, fluorescence; Rap guanine nucleotide exchange factor 4 (Homo sapiens), Q8WZA2; also: % is scaled to controls: 0 for no effect and ±100 for the full control effect; nearly all actives have a fitted effect of over 45% in size; many of its hits are not listed in these tables
Target sequence (Q8WZA2 whole entry, looked up): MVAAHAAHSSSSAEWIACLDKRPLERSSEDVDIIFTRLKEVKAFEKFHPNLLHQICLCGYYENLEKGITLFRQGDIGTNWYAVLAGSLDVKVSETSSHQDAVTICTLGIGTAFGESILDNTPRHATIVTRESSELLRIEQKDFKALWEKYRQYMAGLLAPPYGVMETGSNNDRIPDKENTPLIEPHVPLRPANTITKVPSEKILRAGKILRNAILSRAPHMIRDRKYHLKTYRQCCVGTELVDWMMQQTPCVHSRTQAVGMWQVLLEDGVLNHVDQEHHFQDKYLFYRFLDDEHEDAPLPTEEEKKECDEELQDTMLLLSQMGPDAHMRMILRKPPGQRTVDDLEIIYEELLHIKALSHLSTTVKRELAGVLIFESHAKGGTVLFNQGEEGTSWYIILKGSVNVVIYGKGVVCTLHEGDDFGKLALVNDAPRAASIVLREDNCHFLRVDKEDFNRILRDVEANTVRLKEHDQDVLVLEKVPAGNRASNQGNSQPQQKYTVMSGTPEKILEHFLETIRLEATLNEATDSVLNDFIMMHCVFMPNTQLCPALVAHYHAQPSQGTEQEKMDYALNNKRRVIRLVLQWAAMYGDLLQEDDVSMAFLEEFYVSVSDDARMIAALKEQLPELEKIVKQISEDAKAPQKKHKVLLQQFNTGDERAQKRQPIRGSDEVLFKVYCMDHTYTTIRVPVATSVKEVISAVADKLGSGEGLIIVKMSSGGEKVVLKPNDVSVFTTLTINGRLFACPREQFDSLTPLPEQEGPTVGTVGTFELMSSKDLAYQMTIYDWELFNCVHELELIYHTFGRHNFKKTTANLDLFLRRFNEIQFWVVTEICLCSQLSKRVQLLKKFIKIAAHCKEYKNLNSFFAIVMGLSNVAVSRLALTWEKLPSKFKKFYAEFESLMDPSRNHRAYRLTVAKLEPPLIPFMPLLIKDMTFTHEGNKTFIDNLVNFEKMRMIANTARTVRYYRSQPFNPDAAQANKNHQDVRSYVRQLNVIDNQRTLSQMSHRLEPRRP
Active calls of the source: *; i = inactive; ? = inconclusive; . = no result given; [ ] = dose if it differs, or a comment. Calls follow the shape of the dose curve; as a rule, active = well fitted curve in the direction sought with a large enough effect; inconclusive = small, poorly fitted or top-dose-only effect, or another doubt; inactive = no such curve, though single readings can be large; an effect the other way counts as inactive or inconclusive. Potency is read from the fitted curve at half-maximal effect. Only part of the results is shown, so the mix of outcomes need not match the whole.

Below each compound – ATXN viability, TGFb inhibitor, ATXN2 expr inh, Nrf2 activator, MCF10A rerep, HepG2 tox, EPAC2 antagonist, Nrf2 block, A549 tox
> Cc1ccc(N(O)C(=O)OCCNC(=O)Nc2ccccc2)cc1
    ?, -5%, 6%, 3.2%, -3%, -19%, 14%, 2%, -7%
> Cc1cc(=O)oc2c(C)c(OCC(=O)NCCCN3CCOCC3)ccc12
    i, 7%, 5%, -0.3%, -4%, 1%, 6%, -6%, 2%
> CCN(CC)S(=O)(=O)c1ccc(C(=O)N2CCN(C3=NS(=O)(=O)c4ccccc43)CC2)cc1
    i, 13%, 0%, 2.7%, -35%, 0%, 1%, -27%, 7%
> COCc1c(C(=O)N2CCN(Cc3ccc(C#N)cc3)CC2)oc2ccccc12
    i, -4%, -29%, 1.7%, ?, -4%, 1%, -8%, 2%
> CCCCCCc1nnc(NC(=O)OCC)s1
    i, -1%, -6%, 0.5%, 7%, -2%, -7%, 7%, -5%
> O=C(c1ccco1)N1CCN(c2ccc(Cl)cc2)CC1
    i, 12%, 46%[activator], 0.6%, 4%, -1%, -6%, -8%, 0%
> CC(=O)Nc1ccccc1C(=O)C(=O)Nc1ccc(F)cc1
    i, 8%, 14%, 16%, 3%, -10%, 5%, 11%, -5%
> CCn1c(SCC(=O)Nc2nc(C)cs2)nnc1-c1ccco1
    i, 9%, -11%, -0.5%, -3%, -14%, 7%, 0%, -1%
> S=C(NCc1ccccc1Cl)Nc1ccccc1Cl
    i, -20%, 0%, -0.5%, -7%, -17%, -20%, -2%, ?
> CC1CCCCN1CCCNC(=O)Cn1ncc2c3ccccc3n(Cc3ccccc3)c2c1=O (configuration not stated)
    ?, -3%, -12%, -0.6%, ., -12%, ., 1%, -4%
> O=C(c1ccccc1)c1ccncc1
    i, 8%, 13%, -0.9%, -2%, 0%, 0%, 0%, -6%
> CCOc1ccccc1CNC(=O)Cn1c(-c2ccccc2)cc(C(C)=O)c1C
    i, -2%, 12%, -0.9%, ., -14%, ., ?, -14%
> S=C(NCCc1ccccc1)NN=C1CCCCCC1
    i, 0%, 26%, 2.5%, -2%, 2%, -5%, ?, 4%
> COc1ccc(NCCNc2ccc(OC)cc2)cc1
    i, -30%, -6%, -0.6%, 10%, -60%, 8%, -11%, -17%
> Cc1ccc(NC(=O)c2cccc(NC(=O)/C=C/c3ccco3)c2)cc1C
    ?, -18%, 54%[activator], ?, ?, 20%, -2%, 5%, -29%
> Cc1ccc(S(=O)(=O)N(C)C)cc1NC(=O)COC(=O)COc1ccccc1[N+](=O)[O-]
    i, 8%, -26%, -0.2%, ?, 1%, 1%, -11%, 2%
> CCNC(=S)N(CCCO)Cc1cc2cc3c(cc2[nH]c1=O)OCCO3
    i, 9%, -5%, 0.0%, 0%, -14%, 3%, -8%, -3%
> CCCCCn1c(=O)[nH]c2cc(C(=O)Nc3ccc(F)cc3)ccc2c1=O
    i, -11%, 0%, 0.4%, ., 4%, ., 1%[9.27 µM], 1%
> COCc1c(C(=O)OCC(=O)NCc2ccco2)oc2ccccc12
    i, 3%, ., 8.8%, -2%, -3%, 6%, 10%, 3%
> COC(=O)c1c(NC(=O)c2nc3ccccc3s2)sc2c1CCN(C(C)=O)C2
    i, 6%, 6%, 4.8%, ?, -15%, -15%, 7%, -28%

Next section (three carried over from the part before).
Below each compound – ATXN viability, TGFb inhibitor, ATXN2 expr inh, Nrf2 activator, MCF10A rerep, HepG2 tox, EPAC2 antagonist, Nrf2 block, A549 tox
> CCCCCn1c(=O)[nH]c2cc(C(=O)Nc3ccc(F)cc3)ccc2c1=O
    i, -11%, 0%, 0.4%, ., 4%, ., 1%[9.27 µM], 1%
> COCc1c(C(=O)OCC(=O)NCc2ccco2)oc2ccccc12
    i, 3%, ., 8.8%, -2%, -3%, 6%, 10%, 3%
> COC(=O)c1c(NC(=O)c2nc3ccccc3s2)sc2c1CCN(C(C)=O)C2
    i, 6%, 6%, 4.8%, ?, -15%, -15%, 7%, -28%
> Cc1ccc(NS(=O)(=O)c2cccc(C(=O)NC3CCN(Cc4ccccc4)CC3)c2)cc1
    ?, -17%, -13%, 2.4%, ?, -39%, -1%, ?, -14%
> Cc1ccc2c(=O)cc(C(=O)Nc3ccc(S(=O)(=O)N4CCCCCC4)cc3)oc2c1
    i, 2%, -5%, -0.2%, ., 4%, ., 10%, -5%
> NC(=O)C[C@@H]1NC(=O)CNC(=O)c2cc([N+](=O)[O-])cc(I)c2NCCC(C(N)=O)NC1=O (some centres not stated)
    i, 4%, 3%, -1.3%, ?, -4%, 12%, 12%, ?
> CCN(CC)CCN1C2=C(C(=O)CC(C)(C)C2)C(c2cccc(F)c2)C2=C1CC(C)(C)CC2=O
    ., 2%, -22%, 0.4%, -3%, -28%, -12%, 5%, 10%
> Cc1nnc(SCc2cc(=O)oc3cc(O)ccc23)n1Cc1ccccc1
    i, -28%, -3%, 2.8%, 0%, 0%, 3%, -16%, -4%
> COc1ccc(N(C)S(=O)(=O)c2ccc(C)cc2)c([N+](=O)[O-])c1
    i, 23%, 3%, -0.3%, -3%, 53%, -14%, -11%, 14%
> NC(=O)c1ccccc1N/C=C/C(=O)c1ccco1
    i, 10%, 13%, ?, -2%, -24%, 5%, ?, -5%
> Cc1ccc(N2C(=O)C3C(C2=O)N2C(c4cccs4)C4C(=O)N(c5ccc(C)cc5)C(=O)C4N2C3c2cccs2)cc1 (configuration not stated)
    i, -2%, 4%, 0.0%, -7%, 0%, 8%, 4%, 1%
> COc1ccc(OC)c(NC(=O)Cn2cc(C=O)c3ccccc32)c1
    i, 10µM*, -7%, -0.1%, -2%, -30%, 0%, -10%, -6%
> COc1cc2cc(C(c3nnnn3C(C)(C)C)N3CCc4ccccc4C3)c(=O)[nH]c2cc1OC (configuration not stated)
    i, -7%, 2%, 5.8%, -8%, -32%, -7%, 2%, 2%
> Cc1ccc(C(=O)N2CCCC(Nc3ccc(C)c(C)c3)C2)c(=O)[nH]1 (configuration not stated)
    i, -3%, 5%, 0.3%, 9%, 10%, 0%, 9%, 7%
> Cc1ccc(S(=O)(=O)Oc2ccc(/C=C(/NC(=O)c3ccccc3)C(=O)NCCCC(=O)O)cc2)cc1
    i, 6%, -13%, -0.2%, 1%, -34%, -3%, -1%, 5%
> O=C(CSc1ccc2nnc(-c3ccccn3)n2n1)N1CCN(c2ccccc2)CC1
    i, ?, -19%, 0.0%, -10%, -10%, -8%, -9%, -3%
> Cc1ccc(/C(N)=N/OC(=O)C(C)c2ccc([N+](=O)[O-])cc2)cc1 (configuration not stated)
    i, -6%, 2%, -0.7%[9.22 µM], -16%, -3%, -6%, 1%, 0%
> Cc1cc(-c2ccc(C)c(S(=O)(=O)N3CCN(c4ccccn4)CC3)c2)on1
    ?, ?, ., 4.3%, -1%, -45%, -8%, -46%, 0%
> CCOc1ccc(N2Cc3ncccc3C2=O)cc1
    i, 13%, -21%, -1.5%, -24%, -14%, 5%, ., -2%
> Cc1cccc(C)c1OCc1nc2c3cnn(-c4ccccc4Br)c3ncn2n1
    ., ., ., 2.2%, ., -24%, ., 16%, 4%
> O=C(CCN1CCCCO1)N1CCCC(Nc2cccc(F)c2)C1 (configuration not stated)
    i, 0%, 1%, -0.2%, 0%, 13%, 3%, 5%, 8%
> Cn1cnc([N+](=O)[O-])c1Sc1ncn[nH]1
    ?, 25%, ., 6.3%, 9%, 1%, 7%, ?, -18%
> COc1ccc(C(=O)N/N=C/c2cc(Br)ccc2O)cc1OC
    i, -8%, 1.4µM*, 0.1%, ?, -19%, 0%, -24%, 0%
> Cn1cccc1C(=O)NC(=O)COC(=O)Cc1coc2ccc3ccccc3c12
    i, -14%, -1%, -0.5%, 16%, -32%, -11%, ?, 0%
> CCOC(=O)NC(Cc1c[nH]c2ccccc12)C(=O)NCCc1ccc(S(N)(=O)=O)cc1 (configuration not stated)
    i, -3%, -19%, -0.7%, 9%, 1%, -3%, 15%, -3%
> CN1C(=O)C2(c3ccccc31)c1c(oc3ccccc3c1=O)C(=O)N2CCO (configuration not stated)
    i, 0%, -35%, -0.1%, -2%, 14%, -10%, ?, -4%
> CCOc1cccc(N2C(=O)CC(NCc3ccc(S(N)(=O)=O)cc3)C2=O)c1 (configuration not stated)
    i, 11%, 4%, -0.5%, -2%, -3%, -3%, -1%, -1%
> Cc1onc(C(=O)Nc2sc3c(c2C(N)=O)CCCC3)c1[N+](=O)[O-]
    i, -1%, ., 2.6%, 1%, 34%, -1%, 21%, 10%
> COC(=O)c1ccccc1C(=O)N1CCCC(C(=O)c2ccc(OC)c(OC)c2)C1 (configuration not stated)
    i, -9%, 1%, -0.1%, ?, 2%, 0%, -5%, 0%
> CCOC(=O)c1cc(-c2ccccc2)sc1NC(=O)CC
    i, 1%, -16%, 0.3%, 2%, -5%, 8%, -4%, 20%
> C[C@@H]1CN([C@H](C)CO)C(=O)c2cc(NC(=O)Nc3ccc4c(c3)OCO4)ccc2O[C@H]1CN(C)Cc1ccncc1
    i, 5%, 0%, -0.2%, 33%, 1%, 2%, -1%, -1%
> COc1ccc([C@H]2C[C@H](O)[C@@H](n3cc(-c4ccc(F)cc4)nn3)CN2C(=O)c2cccs2)cc1
    i, -2%, -2%, -0.3%, ., -37%, -3%, ., .
> c1ccc(-c2noc(C34CC5CC(CC(C5)C3)C4)n2)cc1
    i, 8%, 33%, 0.3%, 12µM*, 3%, 1%, 0%, -14%
> CSc1ccccc1OCc1cc(C(=O)N2CCc3c(Cl)cccc3C2)no1
    i, ?, 0%, 0.0%, 9%, -34%, -9%, 9.2µM*, 3%

Compound activity (PubChem)
